# Compound activity (PubChem BioAssay)
# TEAD-YAP inh: TEAD-YAP interaction inhibition; inhibition, % at 9.12 µM; AID 1259422; 1.4% of 640,000 active; HEK-TIYL cells, TEAD-Gal4/YAP UAS-luciferase luminescence; in the data active means inhibition above about 32%;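 further: 0% = median of test compound wells and 100% = reference inhibitor wells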
# FBW7 activator: activators of human E3 ligase FBW7; Q969H0; AlphaScreen FBW7–phospho-cyclin E peptide binding, activator screen; normalized activity (activation), % at 26.1 µM; 0.13% of 650,000 active; in the data active means normalized activity above about 1.9%;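 further: purified mutant Fbw7 with reduced substrate affinity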
# Target sequence (Q969H0 whole entry, looked up): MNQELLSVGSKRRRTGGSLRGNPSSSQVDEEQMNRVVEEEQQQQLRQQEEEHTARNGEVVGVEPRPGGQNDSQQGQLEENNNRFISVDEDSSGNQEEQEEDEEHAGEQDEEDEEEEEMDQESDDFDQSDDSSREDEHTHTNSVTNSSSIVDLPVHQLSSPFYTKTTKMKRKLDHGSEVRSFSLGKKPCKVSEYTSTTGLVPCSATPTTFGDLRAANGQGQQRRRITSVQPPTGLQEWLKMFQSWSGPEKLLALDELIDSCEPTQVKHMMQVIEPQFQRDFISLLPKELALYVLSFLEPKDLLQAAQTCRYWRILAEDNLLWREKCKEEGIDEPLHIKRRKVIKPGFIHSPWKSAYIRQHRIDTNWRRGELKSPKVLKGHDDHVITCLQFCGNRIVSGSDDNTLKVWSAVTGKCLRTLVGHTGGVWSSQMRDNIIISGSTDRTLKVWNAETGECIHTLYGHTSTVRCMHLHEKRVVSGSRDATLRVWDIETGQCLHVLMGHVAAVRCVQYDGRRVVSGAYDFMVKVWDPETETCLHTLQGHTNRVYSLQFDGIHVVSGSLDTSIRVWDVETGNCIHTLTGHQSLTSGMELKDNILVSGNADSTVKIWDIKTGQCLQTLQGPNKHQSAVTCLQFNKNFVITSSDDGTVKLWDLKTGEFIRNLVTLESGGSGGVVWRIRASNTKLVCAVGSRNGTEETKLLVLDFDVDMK
# MITF primary: inhibitors of human MITF; O75030; AlphaScreen MITF homodimerization, bead proximity signal; inhibition, % at 2.6 µM; 0.91% of 650,000 active; in the data active means inhibition above about 50%;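 further: 0% = vehicle wells with protein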
# GPR151 ag: activates the human receptor GPR151 | Q8TDV0 | PathHunter beta-arrestin GPR151 cells, luminescence | activation, % at 11.2 µM | 1% of 650,000 active | AID 1508602; in the data active means activation above about 4.9%;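 further: 0% = median of compound wells and 100% = cells with positive control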
# Target sequence (Q8TDV0 whole entry, looked up): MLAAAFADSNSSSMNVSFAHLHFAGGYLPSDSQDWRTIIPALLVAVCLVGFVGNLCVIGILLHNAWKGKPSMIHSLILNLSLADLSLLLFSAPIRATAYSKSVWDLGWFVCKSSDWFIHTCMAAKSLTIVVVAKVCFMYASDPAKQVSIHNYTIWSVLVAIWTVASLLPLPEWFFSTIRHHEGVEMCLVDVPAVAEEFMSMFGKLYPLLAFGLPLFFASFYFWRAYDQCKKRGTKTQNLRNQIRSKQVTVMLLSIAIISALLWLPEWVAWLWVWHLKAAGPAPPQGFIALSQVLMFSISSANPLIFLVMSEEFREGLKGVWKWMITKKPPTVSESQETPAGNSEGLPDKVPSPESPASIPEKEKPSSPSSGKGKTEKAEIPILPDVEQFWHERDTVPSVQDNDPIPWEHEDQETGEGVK
# The depositor's hits bear a star; · = not tested or not shown; & = joins results of further samples.
# Values run as follows: MITF primary	TEAD-YAP inh	FBW7 activator	GPR151 ag
O=C1CCCN1CCn1cnc2c(Nc3ccccc3)nc(Nc3ccc4ncccc4c3)nc21
 : -11	-7	0.1	-2.1
O=C(OCc1ccccc1)c1ccc([N+](=O)[O-])cc1
 : 5	7	0.0	-0.7
COc1ccccc1C1CC(c2ccc(Cl)cc2)Nc2nc(N)nn21 (stereo not drawn)
 : 13	9	0.0	-0.8
O=C(CSc1nnc(NC(=O)c2c(F)cccc2F)s1)Nc1nccs1
 : -3	0	-0.1	-0.1
COc1ccccc1C(=O)OC1=C(C(=O)c2ccccc2)N(C)S(=O)(=O)c2ccccc21
 : 10	2	0.0	0.1
C=CCOc1ccccc1/C=N/NC(=O)c1cccc(I)c1
 : -7	-7	-0.1	11*
COc1cccc(OC)c1C(=O)Nc1nnc(-c2ccc(F)cc2)s1
 : 7	2	-0.1	-0.6
Cc1ccc(C(=O)Nc2ccc(N3CCC(NCCOc4cccnc4)CC3)cc2)c(C)c1
 : 6	-5	0.0	-1.4
COc1c(C)cc(C(=O)C2CCCN(S(=O)(=O)c3c(C)nn(C)c3Cl)C2)cc1C (stereo not drawn)
 : -2	0	-0.2	8.7*
COC(=O)CSc1nc(N)c(NC(=O)c2ccco2)c(=O)[nH]1
 : 13	7	0.4	0.5
CC(C)(C)OC(=O)NCCCCC1=CC2=CC(=O)C(C)(OC(=O)c3ccco3)C(=O)C2=CO1 (stereo not drawn)
 : 8	·	0.0	-2.3
COc1ccc(OCc2nc3ccccc3[nH]2)cc1
 : 3	-41	0.0	-6.8
CCOC(=O)c1c(NC(C)=O)sc2c1CCC/C2=N/OC(=O)c1ccccc1
 : -9	-8	-0.2	0.1
O=C(CSc1nc2ccccc2c2nc(CCN3CCCCC3)nn12)NCC1CCCO1 (stereo not drawn)
 : 17	10	-0.1	-1.6
COc1ccc(CC(=O)N2CCC[C@@H](Cn3nc(-c4cccs4)ccc3=O)C2)cc1
 : 0	5	-0.1	-0.8
COc1cc(Cl)c(C)cc1NC(=O)Cc1ccc(OC)c(OC)c1
 : 0	1	-0.1	-1.7
CCOC(=O)C(=NC1CCS(=O)(=O)C1)NNc1ccccc1Cl (stereo not drawn)
 : 24	-3	0.3	-0.1
CCOC(=O)c1nn(-c2ccccc2)c(C#N)c1N
 : 10	-13	0.2	-0.4
CC1C(=O)NCCN1C(=O)c1ccc2ccccc2c1 (stereo not drawn)
 : 6	-2	-0.1	4.3
COc1ccccc1C/C(N)=N/OC(=O)COc1cccc(C)c1C
 : -26	-1	-0.2	0.4
CCSc1ccc(CC(=O)Nc2cc(C)on2)cc1
 : 10	-20	-0.2	1.2
COc1ccc(C(=O)NN2C(=O)c3ccccc3C2=O)cc1Br
 : 8	9	0.0	0.9
CCN(C(=O)CSc1nc2cc(C(=O)OC)ccc2c(=O)n1Cc1ccco1)c1cccc(C)c1
 : 4	-5	-0.2	0.2
Cc1cc(/C=C2\C(=O)NC(=S)N(c3ccc(F)cc3)C2=O)c(C)n1C1CC1
 : 7	-5	0.0	5.3*
CCOC(=O)c1c(NC(=O)CCN2C(=O)c3ccccc3C2=O)sc(C(C)=O)c1C
 : -16	-3	-0.1	-0.4
COc1ccc(CCNC(=O)CCS(=O)(=O)Cc2ccccc2C)cc1OC
 : -2	-5	0.0	0.2
O=C(CCN1C(=O)c2cccc([N+](=O)[O-])c2C1=O)Nc1cccc(Br)c1
 : -6	1	-0.2	-0.2
Cc1cc(C)n2cc(CSc3nnc(-c4cccs4)n3CC3CCCO3)nc2n1 (stereo not drawn)
 : 8	-2	-0.5	-1.8
Cc1c(Cl)cccc1NC(=O)c1sc2nc3c(c(-c4ccco4)c2c1N)CCCCC3
 : 11	-4	0.3	-0.9
NNCCc1ccccc1
 : 3&-7&11&11&-7	-30&-15&-12	0.0&0.9&-0.1&0.4&0.1	2.6&-2.4&-0.3&-2.0&1.3
Cc1cc(C)c(C)c(OCCOCCn2cnc3ccccc3c2=O)c1
 : -3	10	-0.2	-0.9
COc1cc(C2=N/C(=C/c3ccc(Cl)c(Cl)c3)C(=O)O2)cc(OC)c1OC
 : -2	-4	0.1	-0.5
Cc1n[nH]c(C)c1CNC(=O)c1cc(COc2ccc(F)cc2F)on1
 : 2	3	0.0	0.4
COc1cccc(C=C2C(=O)NC(=O)NC2=O)c1OCc1ccc([N+](=O)[O-])cc1
 : 11	9	-0.7	3.4
Cn1ccsc1=NC(=S)[C@@H]1[C@@H](C=C(Cl)Cl)C1(C)C
 : 0	-1	-0.1	-1.5
CC1=C(C(=O)Nc2nc3ccc(Br)cc3s2)C(c2ccc([N+](=O)[O-])cc2)C2=C(CC(C)(C)CC2=O)N1 (stereo not drawn)
 : -9	-3	0.0	0.1
O=C(CC1Oc2ccccc2NC1=O)NCCCN1CCOCC1 (stereo not drawn)
 : 0	-6	-0.3	1.2
OC1(c2ccc(Cl)cc2)CCN(Cc2ccc(F)cc2)CC1
 : 3	-6	0.0	-1.1
COC(=O)CSC1=C(C#N)C(c2ccccc2C)C(C#N)C(=O)N1 (stereo not drawn)
 : 15	2	0.2	-0.1
Cc1ccc2c(c1)CN(CC(=O)N1CCCC(C(N)=O)C1)CC(C)O2 (stereo not drawn)
 : -1	-7	0.3	1.7

# 3 compounds from above, reduced to MITF primary.
smiles	MITF primary
COc1ccc(OCc2nc3ccccc3[nH]2)cc1	3
Cc1ccc2c(c1)CN(CC(=O)N1CCCC(C(N)=O)C1)CC(C)O2 (stereo not drawn)	-1
NNCCc1ccccc1	3&-7&11&11&-7

# Ordered by length of the SMILES (smallest number first): 4 of the compounds above
# Values run as follows: MITF primary	TEAD-YAP inh	FBW7 activator	GPR151 ag
COC(=O)CSC1=C(C#N)C(c2ccccc2C)C(C#N)C(=O)N1 (stereo not drawn)
 : 15	2	0.2	-0.1
Cc1n[nH]c(C)c1CNC(=O)c1cc(COc2ccc(F)cc2F)on1
 : 2	3	0.0	0.4
COc1cc(C2=N/C(=C/c3ccc(Cl)c(Cl)c3)C(=O)O2)cc(OC)c1OC
 : -2	-4	0.1	-0.5
COc1cccc(C=C2C(=O)NC(=O)NC2=O)c1OCc1ccc([N+](=O)[O-])cc1
 : 11	9	-0.7	3.4

# (list continues)
# Values run as follows: MITF primary	TEAD-YAP inh	FBW7 activator	GPR151 ag
O=C1c2ccccc2C(=O)N1CC(=O)N(Cc1ccccc1)c1cccc([N+](=O)[O-])c1
 : -1	0	-0.1	-0.1
Cc1cc(/C=C2\C(=O)NC(=S)N(c3ccc(F)cc3)C2=O)c(C)n1-c1cccnc1
 : 110*	0	-0.1	-1.9
COc1cccc(C(=O)Oc2ccc(N3C(=O)C4CCC(C)CC4C3=O)cc2)c1 (stereo not drawn)
 : 4	-3	0.0	-1.1
CC(C)NC(=O)/C(=C\c1cccc(Br)c1)NC(=O)c1ccco1
 : -8	-1	-0.1	-0.3
CC/C(=C\c1sc2ccc(OC)cc2[n+]1CCCS(=O)(=O)O)SC
 : -3	5	-0.1	3.3
COc1ccc(NC(=O)CC2SC(=Nc3ccccc3)N(CCO)C2=O)cc1 (stereo not drawn)
 : 4	4	-0.2	0.1
C/C(=N\NC(N)=S)c1ccc(-n2ccnc2)cc1
 : -2	13	0.0	-0.3
CC(C)(Cc1c(C(=O)O)cnn1-c1ccccc1)C(=O)Nc1ccccc1
 : -3	-4	-0.1	-0.7
COCCn1nnnc1C(c1cc2cc(C)cc(C)c2[nH]c1=O)N1CCOCC1 (stereo not drawn)
 : 8	13	2.3*	0.1
COc1cc(OC)nc(Oc2ccccc2C(=O)NNC(C)(C)C)n1
 : -1	1	0.0	1.0
Cc1cccc(Cc2cnc(NC(=O)c3ccccc3[N+](=O)[O-])s2)c1
 : 5	-2	-0.2	0.7
CC(=O)c1sc(Nc2ccc(Oc3ccccc3)cc2)nc1C
 : 14	-71	0.3	0.2
FC(F)(F)c1ccc(Nc2nc(NCc3cccc(C(F)(F)F)c3)c3[nH]cnc3n2)cc1
 : -3	-2	-0.2	-1.2
CSc1nc2ccc(NC(=O)CS(=O)(=O)c3ccc(Cl)cc3)cc2s1
 : -1	6	0.1	-1.3
O=C(NCCc1ccccc1)C1CC(=O)N(c2ccc(Br)cc2)C1 (stereo not drawn)
 : 13	1	0.2	5.5*
O=C1CCC(=O)N1c1ccc(S(=O)(=O)N2CCN(c3ccccc3)CC2)cc1
 : -9	-14	0.0	-0.2
COc1cc(/C=N/S(=O)(=O)CCc2ccccc2)cc(OC)c1O
 : 9	4	-0.1	-1.4
CC(C)(C)C(=O)CN1CCN(C2c3ccccc3-c3ccccc32)CC1
 : 7	3	0.0	-0.9
Cc1cc(N2C(=O)c3ccccc3C2=O)nc(=O)[nH]1
 : 5	3	1.0	-0.5
CCOC(=O)NCCc1nc2ccccc2n1Cc1c(F)cccc1Cl
 : 0	5	-0.3	-1.5
Cc1ccc(-n2c(=S)[nH]c3[nH]ncc3c2=O)cc1Cl
 : 14	-1	0.7	0.7
Cc1cnc(NCc2ccc3c(c2)OCO3)nc1NCc1cccc(C(F)(F)F)c1
 : -18	22	-0.1	1.9
COc1ccc2nc(/N=C(\N)NC(=O)c3ccc([N+](=O)[O-])cc3)nc(C)c2c1
 : 0	11	0.0	0.6
CCN(CC)S(=O)(=O)c1ccc(C(=O)Nc2c3c(nn2-c2cccc(C)c2C)CSC3)cc1
 : 10	6	0.2	-0.9
CC1(C)CC(=O)C2=C(C1)N(c1ccccc1)C(=O)C2(O)C(F)(F)F (stereo not drawn)
 : 7	12	-0.1	1.7
COc1ccc(CCNC(=O)/C=C/c2ccccc2)cc1
 : 4	-16	0.1	0.0
O=C(O)c1ccc(N2C(=O)/C(=C/c3ccc(-c4cc(Cl)ccc4Cl)o3)C=C2c2ccccc2)cc1
 : 15	2	0.8	-1.4
CC(C)C[C@H]1NC(=O)[C@@H]2C[C@H](NC(=O)c3sccc3Cl)CN2C1=O
 : 11	-40	1.1	1.1
CCOC(=O)c1ccc2ncc(C(=O)OCC)c(NCCCOC(=O)C(C)(C)C)c2c1
 : 2	1	0.1	-1.6
COC(=O)c1ccccc1NC(=O)NC1CCCc2ccccc21 (stereo not drawn)
 : 18	13	0.2	-2.1
CC(C)=CCN1CCN(c2ccc3c(c2)OCO3)C1=O
 : 0	-26	-0.2	1.6
O=C(Nc1ccc(Cl)cc1)Nc1nnc(CSc2ccccc2)s1
 : 8	-6	0.8	2.6
COc1ccc(Cl)cc1N1C(=O)CSC1c1cccnc1 (stereo not drawn)
 : -5	-3	0.0	0.3
CCOC(=O)C1(Cc2ccccc2C)CCCN(C(=O)CSc2nnc(C)s2)C1 (stereo not drawn)
 : 12	-7	-0.1	0.6
OCCN1CCN(c2ncc(-c3ccc(F)cc3)n3ccnc23)CC1
 : 4	-37	-0.4	1.6
CCOC(=O)c1[nH]c(CSCC(=O)c2cc(C)n(C)c2C)c(C(=O)OCC)c1C
 : 12	-8	0.1	-1.0
COc1cc(OC)c([N+](=O)[O-])cc1/C=N/N1C(=O)C2C3C=CC(C4CC34)C2C1=O (stereo not drawn)
 : 16	9	0.3	-2.0
Cc1ccc(C(=O)COC(=O)c2ccncc2)cc1C
 : 7	7	-0.1	-0.5
O=C(Nc1c2c(nn1-c1cccc(Cl)c1)CS(=O)(=O)C2)c1ccco1
 : 3	9	-0.1	0.9
Cn1c(=O)c2c(-c3cccc([N+](=O)[O-])c3)n(Cc3ccccc3)cc2n(C)c1=O
 : 13	-3	0.1	0.0
CCN(CC)Cc1c(O)ccc2c(=O)c(-c3ccccc3)c(C(F)(F)F)oc12
 : 9	17	-0.1	-1.3
Cc1ccc2c(c1)N(C(=O)CCC(=O)N1CCc3ccccc31)CC(C)O2 (stereo not drawn)
 : -3	-7	-0.1	-0.2
COc1ccc(C2CC(=O)Nc3cc4c(cc32)OCO4)cc1O (stereo not drawn)
 : 17	2	0.0	-0.4
O=C(O)c1ccc2nc(CCCO)[nH]c2c1
 : 10	-2	0.3	-0.1
COC(=O)c1cccc(N2C(=O)C3C4c5ccccc5C(C)(c5ccccc54)C3C2=O)c1 (stereo not drawn)
 : 27	-5	0.8	-0.1
CCc1cc(NCCOC)n2nc3nc(C)cc(C)c3c2n1
 : -1	10	-0.1	0.2
Cc1ccc(NC(=O)COc2ccc(Br)cc2CO)cc1
 : 14	-17	0.7	0.5
COC(=O)C1=C(C)NC(=O)/C1=C\c1cc(C)n(-c2cc(Cl)cc(Cl)c2)c1C
 : -6	-10	-0.1	-1.0
O=C(Nc1cc(Cl)c(Cl)cc1Cl)c1ccccc1Br
 : 11	-13	0.3	-0.1
CCNc1cc(N2CCN(c3ncccn3)CC2)c2noc3c2c1C(=O)c1ccccc1-3
 : 16	7	-0.7	1.2

# The listing continues.
# Values run as follows: MITF primary	TEAD-YAP inh	FBW7 activator	GPR151 ag
COC(=O)CC[C@H]1CN(Cc2coc3ccccc3c2=O)CC[C@H]1N(C)C
 : 16	4	0.0	-0.5
CCOc1ccc(/C=N/NC(=O)Cc2ccccc2)cc1
 : 2	-6	0.0	2.6
NC(=O)c1ccsc1NC(=O)c1cc(-c2ccc3c(c2)OCO3)nc2ccccc12
 : -3	21	-0.2	0.4
CCOC(=O)NN1C(=O)c2ccccc2NC1c1ccccc1 (stereo not drawn)
 : 0	4	0.0	-0.3
CCC(C)Oc1ccc(C=C2C(=O)N(C)C(=S)N(C)C2=O)cc1 (stereo not drawn)
 : -4	11	0.6	-0.4
CC(=O)N1CCN(CC(c2ccccc2)c2ccccc2)CC1
 : -4	4	-0.3	1.9
Cc1nc2c(c(=O)[nH]1)CCN(Cc1cccn1C)C2
 : 1	3	0.1	-0.7
CCCCC(=O)Nc1nnc(SCC(=O)Nc2ccccc2)s1
 : -1	2	-0.1	1.5
